WRN inhibitor: blocks human WRN helicase. Q14191. WRN helicase unwinding, fluorescent forked duplex, kinetic. Potency, µM (series often up to 114 µM), inactives show top-dose activity change, negative = inhibition, hits mostly inhibitors. actives 0.46% (n = 360,000). AID 651768; note: potency is the fitted concentration of half-maximal effect; % is set by controls: 0 for no effect and ±100 for the full control effect; nearly all actives have a fitted effect of over 55% in size
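Fluorescence dequenching readout, ex 525 nm/em 598 nm, kinetic mode: forked duplex DNA (100 nM final) with adjacent fluorophore and quencher unwound by WRN (20 nM final) with 2 mM ATP. Compound preincubation 15 min, room temperature.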
KB-V1 cytotox: KB-V1 MDR subline cytotoxicity; KB-V1 MDR cells viability, CellTiter-Glo, 72 h; actives 3.4% (n = 400,000); AID 1347076; Potency, µM (series often up to 46.1 µM), for the others: top-dose activity change, negative = cytotoxicity, actives largely listed as cytotoxic; note: potency is the fitted concentration of half-maximal effect; % is set by controls: 0 for no effect and ±100 for the full control effect; nearly all actives have a fitted effect of over 60% in size
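Following 72 h at 37 degrees C with compound, KB-V1 cell viability was read by CellTiter-Glo luminescence, medium being phenol-red-free DMEM plus 10% FBS; concentration-response parameters came from normalized, curve-fitted qHTS data.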
IL1B secr inh: inhibitors of inflammasome signaling (IL-1 beta secretion); THP-1 LPS/ATP IL-1B secretion, AlphaLISA, 16 h; active compounds read low; activity change, % at 57.5 µM; actives 4.7% (n = 360,000); AID 743279; in the data active = activity change below about -50%; inconclusive = mostly about -30% to -49%; note: % is set by controls: 0 for no effect and ±100 for the full control effect
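Secreted IL-1B measured by AlphaLISA bead assay after 16 h compound exposure of THP-1 cells; compounds (final up to 57.5 uM) added 1 h before LPS (250 ng/mL) and ATP (1.25 mM) stimulation; lower signal means less secretion.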
HT1080NT lethal: kills 2HG-producing HT-1080-NT fibrosarcoma cells. HT-1080-NT fibrosarcoma viability, CellTiter-Glo ATP luminescence, 48 h. AID 686970. Potency, µM (doses to about 46.1 µM), for inactives: at the highest dose activity, negative = less viability, most hits filed as cytotoxic. actives 1.6% (n = 360,000);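 note: NT is the 2HG producing partner of a matched IDH1 knockdown line; potency is the fitted concentration of half-maximal effect; 0% = DMSO-treated cells and -100% = media-only wells without cells; nearly all actives have a fitted effect of over 55% in size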
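A 48-hour cytotoxicity screen used HT-1080-NT cells plated 2 hours before compound delivery. ATP-based CellTiter-Glo luminescence measured viability, normalized to DMSO and no-cell controls.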
HT1080 IDH1KD tx: HT-1080 IDH1 knockdown cell toxicity (counter line); HT-1080 IDH1 knockdown viability, ATP luminescence, 48 h; Potency, µM (titrated, usually from 46.1 µM), for the others: at the top dose activity, negative = toxicity, hits mostly cytotoxic; actives 2% (n = 360,000); AID 686971;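 note: potency is the fitted concentration of half-maximal effect; 0% = DMSO wells and -100% = cell-free medium wells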
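CellTiter-Glo luminescence after 48 h compound exposure at 37 degrees C of IDH1-knockdown HT-1080 cells in 5% FBS RPMI. %Activity scaled between DMSO wells and cell-free media wells, with curves fitted and assigned curve classes.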
SW480 rereplic: inducers of DNA re-replication in SW480 colon cancer cells; SW480 DNA re-replication, Hoechst DNA content imaging, 48 h; actives 1.8% (n = 340,000); Potency, µM (top dose mostly 46.1 µM), inactives show top-dose re-replication activation, usual class: activators; AID 624297; note: potency is the fitted concentration of half-maximal effect; % of control where 0% means no effect; nearly all actives have a fitted effect of over 55% in size
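Compounds, transferred as 23 nL by pin tool, were incubated with cells for 48 hr; DNA content per nucleus was then quantified by Hoechst staining and fluorescence plate imaging.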
KB-3-1 tox: kills parental KB-3-1 adenocarcinoma cells; KB-3-1 viability, CellTiter-Glo ATP luminescence, 72 h; Potency, µM (highest dose often 46.1 µM), without a hit: top-dose activity change, negative = cytotoxic, most hits filed as cytotoxic; actives 1.4% (n = 400,000); note: potency is the fitted concentration of half-maximal effect; % is set by controls: 0 for no effect and ±100 for the full control effect; nearly all actives have a fitted effect of over 60% in size
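Viability of parental KB-3-1 cells, measured by CellTiter-Glo luminescence, followed a 72 h incubation at 37 °C with pinned compounds in phenol-red-free DMEM containing 10% FBS.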
MCF10A rerep: inducers of DNA re-replication in MCF 10A breast cells; MCF 10A DNA re-replication, Hoechst nuclear intensity, 48 h; Potency, µM (doses to about 46.1 µM), without a hit: at the highest dose activity, positive = re-replication, actives largely listed as activators; actives 2.9% (n = 350,000); note: potency is the fitted concentration of half-maximal effect; % of control where 0% means no effect; nearly all actives have a fitted effect of over 50% in size
ATXN2 expr inh: inhibitors of ATXN2 expression. HEK-293 ATXN2-luciferase reporter, luminescence, 24 h. Potency, µM (series often up to 57 µM), inactives show at the highest dose activity change, negative = inhibition, actives largely listed as inhibitors. actives 0.72% (n = 360,000). AID 1745845; note: potency is the fitted concentration of half-maximal effect; % is set by controls: 0 for no effect and ±100 for the full control effect; nearly all actives have a fitted effect of over 55% in size
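ATXN2-luciferase reporter cells (luciferase flanked by upstream and downstream ATXN2 gene portions) were treated 24 h at 37 °C with compounds at up to 57 uM. SteadyGlo luminescence gave expression; GF-AFC fluorescence gave viability.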
* = called active by the depositor; ? = inconclusive; . = no result given; & = joins results of further samples; [ ] = dose if it differs, or a comment. Unless noted, calls come from the whole dose curve; as a rule, active = well fitted curve in the direction sought with a large enough effect; inconclusive = small, poorly fitted or top-dose-only effect, or another doubt; inactive = no such curve, though single readings can be large; an effect the other way counts as inactive or inconclusive. Compounds as they come. About 12% of those tested had a hit in this group.

SMILES	WRN inhibitor	KB-V1 cytotox	IL1B secr inh	HT1080NT lethal	HT1080 IDH1KD tx	SW480 rereplic	KB-3-1 tox	MCF10A rerep	ATXN2 expr inh
COc1ccc(/C(N)=N/OC(=O)CC2CCCCC2)cc1	-0.3%	4.1%	-7.0	6.0%	-8.4%	-2.0%	2.2%	-0.6%	19.2%
CNC(=O)C(C)NS(=O)(=O)c1ccc(F)cc1 (centres undefined)	-2.0%	22.2%	0.0	0.0%[9.24 µM]	-27.2%	-5.6%	2.8%	-6.6%	-5.6%
COCCNC(=O)c1c(N)n(CCCn2ccnc2)c2nc3ccccc3nc12	-11.7%	14.1%	?	-6.0%	-7.9%	?	-1.3%	11.6µM*	-7.4%
COC(CNC(=O)c1c[nH]c2ccc(S(=O)(=O)N3CCC4(CC3)OCCO4)cc2c1=O)OC	4.5%	0.8%	15.7	-12.5%	6.5%	?	-9.7%	4.0%&99.4%	-3.2%
COc1ccccc1Cc1c(C2CCCCC2)nc2ccc(Cl)cn12	-3.5%	-14.7%	-14.3	?	?	.	?	.	?
CCOC(=O)c1c(-c2ccccc2)oc2ccc(O)c(CN3CCN(C)CC3)c12	-9.9%	20.6µM*	.	?	?	15.0%	?	23.1µM*	-2.9%
CCCCn1c(N)c(N(CCOC)C(=O)COC(=O)COc2ccc(CC)cc2)c(=O)[nH]c1=O	-4.1%	4.1%	10.2	8.5%	3.0%	-12.6%	-6.3%	7.9%	5.0%
O=C(NCC1CCCN(C2Cc3ccccc3C2)C1)c1cccs1 (centres undefined)	0.7%	0.0%	13.7	4.7%	-15.7%	-10.0%	3.5%	-22.1%	11.9%
CCC(C)N(C(=O)CSc1nc(-c2ccccc2)cs1)C1CCS(=O)(=O)C1 (centres undefined)	-8.2%	-22.0%	-13.9	1.2%	-0.3%	3.0%[9.22 µM]	-6.7%	17.2%	1.0%
NC1=NC2(CCCCC2)N=C(Nc2ccc(F)cc2F)N1	15.4%	-0.3%	11.0	3.8%	5.6%	-6.9%	8.4%	9.2%	4.0%
COC(=O)c1ccc(NC(=O)CN2CCC(NC(=O)c3ccco3)CC2)cc1	1.0%	2.6%	2.6	-2.1%	7.4%	1.6%	12.8%	-0.7%	.
O=C(Nc1cccc2c1CCCC2)C1CCCN(S(=O)(=O)c2cccc3nonc23)C1 (centres undefined)	10.5%	1.4%	23.3	-4.6%	-3.2%	-5.3%	9.2%	7.9%	-4.6%
COc1ccc(/C=C2/C(=N)N3N=C(CC(=O)N4CCCC4)SC3=NC2=O)cc1	0.4%	8.5%	18.4	7.5%	0.8%	-5.6%	21.3%	0.3%	10.3%
CC1(C)CC(=O)C2=C(C1)N1C(=C(C#N)C2c2ccccc2Cl)N=C(N)c2ccccc21 (centres undefined)	-3.2%	8.6%	-7.7	-21.8%	-27.5%	-5.3%	0.0%	1.3%	?
Cn1c(CNC(=O)c2ccccc2F)nnc1SCc1ccc(Cl)cc1	2.0%	0.0%	10.7	8.3%	8.0%	-2.2%	-2.5%	0.7%	8.5%
Cc1cccc(C2=NC(C(F)(F)F)(C(F)(F)F)c3c(n(-c4ccc(F)cc4)c(=O)[nH]c3=O)N2)c1	0.9%	?	3.3	-4.4%	-1.4%	?	?	?	-3.1%
CCC(c1nnnn1C1CCCC1)N1CCN(C(=O)c2ccco2)CC1 (centres undefined)	-14.5%	16.6%	-19.9	3.9%	12.4%	-1.1%	-0.4%	-1.4%	2.5%
Cc1ccc(S(=O)(=O)NCCC(=O)Nc2ccc(Cl)c(Cl)c2)cc1	-6.7%	14.6µM*	-10.4	-22.2%	?	-2.8%	?	?	-3.8%
CCOc1ncccc1C(=O)OCC(=O)NC1CCCCCC1	-5.6%	0.0%	-3.2	4.9%	2.8%	-74.0%[inhibitor]	10.9%	2.3%	2.9%
Clc1ccc(Sc2cnc3ccccc3n2)cc1	-5.0%	16.7%	-11.1	3.3%	-3.4%	-8.7%	14.7%	4.6%	79.0%[activator]
Nc1cc(Nc2ccc(Br)cc2)nc(N)n1	-8.7%	-7.1%	-70.8*	-19.1%	-20.8%	22.0%	-4.0%	3.3%	9.1%
COc1ccc(S(=O)(=O)N(C)CC(=O)NC2CCCC2)cc1OC	-21.8%	.	6.9	1.4%	4.2%	-9.5%	.	-3.7%	9.6%
CCCCn1nnnc1C(c1ccccc1)N1CCN(c2ncc(C(F)(F)F)cc2Cl)CC1 (centres undefined)	2.8%	0.0%	8.3	-13.7%	-21.0%	.	-21.1%	.	-8.9%
COc1ccc(C2=NNC(=O)C2(C)Br)cc1 (centres undefined)	-14.9%	-1.4%	0.0	14.7%	4.5%	-6.8%	-5.3%	4.7%	-18.7%
COc1ccc(S(=O)(=O)NCC2CCC(C(=O)NCc3ccco3)CC2)cc1 (centres undefined)	8.7%	19.6%	-15.2	-12.9%	-19.9%	2.6%	7.8%	22.3%	1.3%
CCc1ccccc1NC(=S)NCc1cccn1C	2.4%	?	0.0	?	-0.2%	5.3%	29.1%	-8.1%	2.3%
CCOC(=O)c1c(-c2ccc(-c3ccccc3)cc2)csc1NC(=O)CCN1CCOCC1	-11.4%	-3.4%	-50.0*	?	?	23.0%	?	8.2µM*	-27.5%
COc1ccccc1CC(=O)NC1CC(C)(C)NC(C)(C)C1	-2.3%	0.0%	3.0	11.9%	20.2%	-7.9%	-2.0%	1.9%	4.5%
CC(C)OC(=O)N(C)C[C@@H]1OCc2cnnn2CCCC(=O)N([C@@H](C)CO)C[C@H]1C	-1.2%	-7.7%	0.3	3.7%	23.8%	.	11.9%	.	4.9%
CCc1ccccc1NC(=S)N(Cc1ccco1)C(C)c1cccs1 (centres undefined)	-4.3%	-34.9%	-2.0	-3.6%	-0.4%	0.1%	-2.7%	2.2%	-2.9%
CCOCCCNC(=S)N1CCN(C(=O)C(=O)Nc2ccc(C(=O)OC)cc2)CC1	-15.8%	-4.2%	36.6	6.8%	7.1%	1.3%	-2.0%	1.1%	-1.1%
CCOC(=O)Nc1sc(NS(=O)(=O)c2ccccc2)nc1C	-3.0%	-2.6%	0.0	4.3%	2.9%	-2.7%	1.3%	4.3%	5.4%
O=C(O)C1CCCC2CN3CCc4c([nH]c5ccccc45)C3C(O)C21 (centres undefined)	-4.9%	?	20.8	7.9%	3.0%	0.6%	6.1%	-1.0%	14.4%
C(=C\c1ccco1)/C1=NN(c2ccccc2)C(c2ccco2)C1 (centres undefined)	?	?	-6.9	-4.8%	-23.6%	2.31µM*	-29.5%	2.06µM*	3.4%
CCN(CC(=O)NCc1cccs1)C(=O)c1ccc(NS(=O)(=O)c2ccc(C(C)=O)cc2)cc1	-5.1%	20.9%	-3.2	0.9%	-0.5%	2.4%	3.0%	?	4.8%
CCOC(=O)C1=C(Cc2ccc(OC)cc2)C(=O)c2ccccc2C1=O	50.1µM*	-0.4%	-81.9*	10µM*	7.94µM*	6.51µM*	-3.4%	9.2%	?

A second format for some results above.
CCOC(=O)C1=C(Cc2ccc(OC)cc2)C(=O)c2ccccc2C1=O
  WRN inhibitor: 50.1µM*; KB-V1 cytotox: -0.4%; IL1B secr inh: -81.9*; HT1080NT lethal: 10µM*; HT1080 IDH1KD tx: 7.94µM*; SW480 rereplic: 6.51µM*; KB-3-1 tox: -3.4%; MCF10A rerep: 9.2%; ATXN2 expr inh: ?

C(=C\c1ccco1)/C1=NN(c2ccccc2)C(c2ccco2)C1 (centres undefined)
  WRN inhibitor: ?; KB-V1 cytotox: ?; IL1B secr inh: -6.9; HT1080NT lethal: -4.8%; HT1080 IDH1KD tx: -23.6%; SW480 rereplic: 2.31µM*; KB-3-1 tox: -29.5%; MCF10A rerep: 2.06µM*; ATXN2 expr inh: 3.4%

Further records follow:
SMILES	WRN inhibitor	KB-V1 cytotox	IL1B secr inh	HT1080NT lethal	HT1080 IDH1KD tx	SW480 rereplic	KB-3-1 tox	MCF10A rerep	ATXN2 expr inh
CC(NC(=O)COC(=O)C1CC1C)c1ccccc1 (centres undefined)	11.2%	0.0%	-11.0	17.9%	13.0%	8.2%	2.1%	-5.9%	11.8%
O=C(OCCN1C(=O)c2ccccc2C1=O)c1ccco1	-4.1%	0.5%	-19.8	8.3%	13.0%	-3.0%	4.2%	15.3%	13.6%
CCOC(=O)Cc1csc(NC(=O)Cn2cnc3c2c(=O)n(C)c(=O)n3C)n1	7.3%[57.1 µM]	-4.1%	12.7	9.4%	0.0%	3.6%	9.6%	-3.2%	-5.5%
CCN(CC)S(=O)(=O)c1ccc(O)c(C(=O)OCC(=O)N(C)Cc2ccccc2)c1	-4.8%	8.2%	0.0	3.0%	7.6%[9.24 µM]	-4.9%	8.5%	4.7%	2.6%
CC1OC(Nc2ccc(OC(F)(F)F)cc2)C(O)C(O)C1O (centres undefined)	4.3%	-9.0%	12.7	-0.4%	1.1%	2.0%	-3.4%	-3.7%	3.4%
O=C(/C=C/c1ccccc1)N1CCN(c2ccc([N+](=O)[O-])c(N3CCOCC3)c2)CC1	-3.2%	-10.2%	13.4	0.5%	-19.9%	-5.1%	-2.9%	21.7%	-2.8%
CCOC(=O)C1=CCN(S(=O)(=O)c2ccccc2F)C1c1ccc(Cl)c(Cl)c1 (centres undefined)	-5.6%	9.9%	40.7	?	?	.	0.0%	.	-22.8%
Cc1cccc(N2C(=O)N3[C@@H]4c5ccccc5OC[C@@H]4[C@@H](c4ccccc4)[C@]3(C)C2=O)c1	2.1%	-9.8%	-14.3	10.2%	-5.0%	1.0%	0.0%	-25.8%	4.4%
Cc1ccc(NC(=O)C2CC(=O)NC(N3CCc4ccccc43)=N2)cc1 (centres undefined)	-5.2%	-13.3%	0.0	-3.6%	-2.1%	11.8%	5.5%	17.0%	-0.3%
